# Source: PubChem BioAssay (Fisher Drug Discovery Resource Center)
# hcGAS lum: blocks human cGAS activity. recombinant h-cGAS, ATP depletion, Kinase-Glo luminescence. 290,000 tested, 0.081% active. Q8N884. inhibition, % at 12.5 µM. AID 1259398;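 further: 0% = vehicle reaction and 100% = reaction without DNA for no activity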
# Target sequence (Q8N884 whole entry, looked up): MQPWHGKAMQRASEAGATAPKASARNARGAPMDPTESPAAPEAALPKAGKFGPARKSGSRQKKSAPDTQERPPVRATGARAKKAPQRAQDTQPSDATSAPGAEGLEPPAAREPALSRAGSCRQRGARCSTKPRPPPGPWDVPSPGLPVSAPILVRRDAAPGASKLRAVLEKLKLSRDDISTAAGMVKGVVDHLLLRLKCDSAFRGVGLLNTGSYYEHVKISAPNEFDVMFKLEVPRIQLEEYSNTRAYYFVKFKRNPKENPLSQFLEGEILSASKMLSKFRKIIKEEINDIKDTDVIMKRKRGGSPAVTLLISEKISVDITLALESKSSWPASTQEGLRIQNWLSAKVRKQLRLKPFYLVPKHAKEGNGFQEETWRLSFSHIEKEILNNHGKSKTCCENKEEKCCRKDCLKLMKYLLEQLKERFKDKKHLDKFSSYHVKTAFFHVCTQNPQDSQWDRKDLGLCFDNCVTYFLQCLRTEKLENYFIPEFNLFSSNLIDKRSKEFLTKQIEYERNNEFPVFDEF
# NPYLR7 agonist: activates Aedes aegypti NPYLR7 receptor; HEK293T NPYLR7/Galpha15, GCaMP6s calcium fluorescence; activation, % at 10 µM; 270,000 tested, 0.15% active; in the data active means activation above about 40%;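 further: 0% = vehicle and 100% = reference agonist at the receptor; some compounds past the cut are filed as inactive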
# mcGAS inh: inhibitors of mouse cGAS. Q8C6L5. recombinant cGAS, Kinase-Glo ATP depletion luminescence. inhibition, % at 12.5 µM. 160,000 tested, 0.15% active. AID 1259399;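 further: 0% = negative control wells and 100% = reference inhibitor with no enzyme activity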
# Numbers without * were called inactive; x = no result given; & = joins results of further samples. Unless noted, no stated cut-off is given here; in the data, active means inhibition above about 40%; inactive means the rest. Compounds were not picked by outcome, and some 0.26% of all compounds hit somewhere here.
SMILES,hcGAS lum,NPYLR7 agonist,mcGAS inh
Cc1ccc(S(=O)(=O)Nc2nc3ccc(NS(=O)(=O)c4ccc5[nH]cc(C(=O)O)c(=O)c5c4)cc3s2)cc1,-3,-10,-3
CCc1ccccc1NC(=O)CNC(=O)Cc1cn2ccsc2n1,-10,0,-7
CCOC(=O)C1CCCN(C(=O)CCc2nc(-c3ccccc3F)no2)C1 (centres undefined),-1,-8,-1
Cc1nn(-c2ccccc2)c2c1C(c1ccc(O)cc1)C(C#N)C(=N)O2 (centres undefined),-3,1,2
CCN(Cc1ccc(N2CCC(OC)CC2)cc1)C(=O)Nc1nncs1,-7,5,x
CN(C)c1cccc2c(S(=O)(=O)Nc3nccnc3N3CCN(C(=O)Nc4ccc5c(c4)OCO5)CC3)cccc12,-11,-4,-4
CCN(Cc1ccncc1)C1CCCN(S(=O)(=O)c2ccc(S(C)(=O)=O)cc2)C1 (centres undefined),3,-17,-1
C=CCn1ncc(-c2nc3c(cnn3Cc3cccs3)[nH]2)c1C,-6,6,x
CCN(CC)CCCC(C)NC(=O)c1ccc(-c2cc(-c3cccc4ccccc34)[nH]n2)cc1 (centres undefined),5,6,3
Cc1cccn2c(=O)c(C=C3C(=O)NC(=O)NC3=O)c(N3CCCC3)nc12,-4,5,x
NC(=O)C1CCCN1C(=O)C1=NOC(c2ccccc2)C1 (centres undefined),-8,5,x
CCN1CC(COC(=O)c2sccc2C)CC1=O (centres undefined),-5,4,x
CC1C(=O)N(c2ccc(Oc3ccccc3)cc2)CCN1C(=O)Nc1cccc(Cl)c1 (centres undefined),-3,-14,0
COc1ccc(OC)c(NC(=O)CSc2nc3c(c(=O)n2-c2cc(C)cc(C)c2)SCC3)c1,3,-4,-3
O=C(NNC(=O)c1cccs1)c1cccc([N+](=O)[O-])c1,-2,-1,-3
CCn1c(=O)[nH]c2cc(C(=O)N3CC(c4cc(C)ccc4C)OCC3C)ccc2c1=O (centres undefined),-1,0,x
O=C(C1CCCCC1)N1CCC(CCc2ccc(-c3ccccc3)cc2)CC1,-1,-1,1
Cc1noc(C2CCN(c3ccc(S(=O)(=O)C(F)(F)F)cc3)CC2)n1,-6,18,-17
COC(=O)CCCCC(=O)N1CCN(c2c(Cc3ccccc3)c(C)nc3ncnn23)CC1,-8,x,-9
CC(C)(C)c1cc2nc(-c3ccccc3F)cc(C(=O)NCc3cccc(C(F)(F)F)c3)n2n1,-3&0,-17,-8&1
CCC(C(=O)Nc1ccc(N2CCCCC2)c(C(=O)NCCc2ccccc2)c1)c1ccccc1 (centres undefined),-1,-3,1
O=C(c1cccc(F)c1)N1CCSC1c1cccs1 (centres undefined),-11,-6,-3
Cn1c2ccccc2n2c(C(=O)NN)c(-c3ccccc3)nc12,-3,-12,x
Cc1cc2nc3c(c(C(F)(F)F)n2n1)CCCC3,4,3,x
CCCNc1n[nH]c(=S)s1,-5,-2,x
CCNc1ccnc(N2CCC(C(O)c3ccccn3)CC2)n1 (centres undefined),-7,2,-12
O=C(NCc1ccc(COCC(F)(F)F)cc1)c1ccccc1Br,-6,-4,x
Cc1ccc2c(-c3c(-c4ccccc4)ncn3CC(O)CO)c(C)[nH]c2c1 (centres undefined),-7,15,x
CCC(C)C(NC(=O)Nc1ccc(OC)cc1OC)C(=O)Nc1nnc(-c2cccc(Br)c2)s1 (centres undefined),-6,0,-5
Cn1ccnc1CN(C(=O)c1ccc(CSc2ncccn2)o1)C1CC1,-7,7,-16
CCc1ccc(C(=O)CSc2nnc(-c3ccco3)n2C)cc1,-15,14,x
O=C(Nn1cnc2c(cnn2-c2ccccc2)c1=O)C(c1ccccc1)c1ccccc1,-2,6,x
COC(=O)c1cc(NC(=O)c2cccnc2)cc(C(=O)OC)c1,-6,1,x
O=c1c2sccc2nc2n1Cc1nc3ccsc3c(=O)n1C2,-6,0,x
COc1cc(C(=O)N2CCN(Cc3ccc(-c4noc(C5CCCC5)n4)cc3)CC2)ccc1F,0,7,-3
Cc1ccc(C(=O)NCC(=O)Nc2nc3c(s2)CN(Cc2ccccc2)CC3)s1,0,5,-6
Cc1nc(SCC(=O)Nc2ccccc2Cl)c2c3c(sc2n1)CCC3,-6,-9,-5
COc1ccc(-c2ccc(=O)n(Cc3ccc(C)cc3)n2)cc1OC,3,3,x
CN=c1scc(-c2cc(OC)ccc2OC)n1N=C(C)c1ccc2c(c1)OCO2,-4,-10,x
CC1CCCN(c2ccc(C(N)=O)cc2-n2cnnc2)C1 (centres undefined),-6,x,-12
COc1ccc(-c2cnc(-c3ccc(CNC(=O)c4cc(OC)cc(OC)c4)cc3)[nH]2)cc1,0,-15,1
COc1ccc(S(N)(=O)=O)cc1NC(=O)C=C1CCCCC1,3,-3,x
O=C(NCCOc1ccccc1)N1CCN(S(=O)(=O)c2ccc(F)cc2)CC1,2,2,x
COc1ccc(NC(=Nc2nc(C)cc(C)n2)NC(=O)c2ccccc2)cc1,-2,-4,-1
CCCCN(C(=O)NC(C)(C)C)c1c(N)n(CCCC)c(=O)[nH]c1=O,-8,8,-5
COC(=O)c1ccccc1NC(=O)CC(C(=O)O)N1CCNCC1 (centres undefined),-4,24,-11
Cc1cccc(NC(=O)CNC(=O)CN(CC(C)C)C(=O)c2ccc(C)c([N+](=O)[O-])c2)c1,2,0,-2
Cc1oc(CC(C)C)c(CN2CCCC2)c1C(=O)O,9,-1,x
C=CCCC(O)(CCC=C)c1ccc(CN(Cc2cccc(F)c2)Cc2ccco2)o1,-4,-9,-4
COCCN1CCC2(CCC1=O)CN(Cc1nc(C(C)C)no1)CCN2C (centres undefined),-14,x,-8
CN1CCC(CNC(=O)c2cc3c(C(F)(F)F)nn(C)c3s2)C1 (centres undefined),6,-3,1
Cc1cccc(CNC(=O)C(C2CCCC2)N2CCN(C(=O)CCc3ccccc3)CC2)c1 (centres undefined),2,-4,x
COCc1noc2c1C(c1ccc(F)cc1)C(C#N)C(N)=N2 (centres undefined),-13,8,x
CCOC(=O)C1(C)CCCCCN1C(=O)c1ccco1 (centres undefined),-1,-3,x
COCCn1c(N)cc(=O)n(CC(=O)NC2CCCC(C)C2C)c1=O (centres undefined),-7,9,x
CC(=O)c1ccc(-n2c(CC(=O)O)cc3c2CC(C)(C)CC3=O)cc1,-6,4,x
C=CCNC(=O)C1CCC(=O)N1C1CCCCC1 (centres undefined),1,23,x
Cc1nc(N2CCOCC2)nc(N(C)C)c1[N+](=O)[O-],-3,8,x
Cc1cc(C=C(C#N)C(=O)O)c(C)n1CCC(C)C,-3,4,-8
Cc1ccccc1C(=O)Nc1cc(C(=O)NCCC(N)=O)ccc1F,-6,6,x

# Reprinted at random: 5 records from the list
SMILES,hcGAS lum,NPYLR7 agonist,mcGAS inh
Cc1cccc(NC(=O)CNC(=O)CN(CC(C)C)C(=O)c2ccc(C)c([N+](=O)[O-])c2)c1,2,0,-2
Cc1ccccc1C(=O)Nc1cc(C(=O)NCCC(N)=O)ccc1F,-6,6,x
CCOC(=O)C1(C)CCCCCN1C(=O)c1ccco1 (centres undefined),-1,-3,x
C=CCCC(O)(CCC=C)c1ccc(CN(Cc2cccc(F)c2)Cc2ccco2)o1,-4,-9,-4
Cc1oc(CC(C)C)c(CN2CCCC2)c1C(=O)O,9,-1,x

# (list continues)
SMILES,hcGAS lum,NPYLR7 agonist,mcGAS inh
Cn1ccnc1-c1ccc(NC[C@H]2CCc3ccccc3O2)nn1,-3,-6,x
CNC(=O)[C@@]1(OCc2ccccc2F)CC(OCc2cccc(OC(F)(F)F)c2)[C@@H]2OC(C)(C)O[C@@H]2C1 (some centres undefined),-9,8,-5
O=C1NCC2(CCN(C(=O)c3ccc4cccc(Cl)c4n3)CC2)O1,-6,1,x
CC(C)C1CN(S(=O)(=O)N(C)C)CCCN1Cc1ccc(F)cc1 (centres undefined),-3,2,-12
Cc1c(S(=O)(=O)CCNC(=O)NC(C)(C)C)c2ccccc2n1Cc1ccc(F)cc1,-1,4,x
Cc1nc2ncnn2c(N2CCN(S(=O)(=O)CCl)CC2)c1Cc1ccccc1,-6,3,-6
O=C(Nc1cc(F)c(N2CCCC2)c(F)c1)N1CCSCC1,-15,-1,x
Cc1nn(-c2ccccc2Cl)c(Cl)c1CNCc1ccccc1,9,-3,x
Cc1cc(=O)oc2cc(CN(C)Cc3nncn3C(C)C)ccc12,-3,-1,x
Cc1ccccc1OCC1=NN2C(=N)/C(=C/c3ccc4c(c3)OCO4)C(=O)N=C2S1,-2,-3,x
Cc1n[nH]c(=S)n1C1CCCCC1,-5,4,x
Cc1cccc(C2CCCN(C(=O)CCc3csc(N)n3)C2)c1 (centres undefined),-7,-5,-16
CN(C)c1ccc(NC(=O)C2CCC2)cc1CN(Cc1ccc(F)cc1)C(=O)Nc1cccc(F)c1,-3,20,-7
CCOc1ccc(N=Cc2cccc([N+](=O)[O-])c2)cc1,-4,-6,-5
Cc1cc(C)nc(N=C(N)N2CCCCC2C)n1 (centres undefined),-7,4,-5
CCOc1ccc(-n2c(C)c(C)n3c4c(=O)n(C(C)C(C)=O)c(=O)n(C)c4nc23)cc1 (centres undefined),-7,0,x
O=c1c2cc3c(cc2nc2sc(Nc4ccc(F)c(F)c4)nn12)OCO3,0,2,x
O=C(c1cnc2ccccc2c1)N1CCOC(c2ccccc2)C1 (centres undefined),-5,-9,-6
CCc1c(C)nc(N)nc1N1N=C1SCc1ccccc1,-10,17,-7
COCCC(C)(O)CNC(=O)Nc1ccccc1F (centres undefined),-5,0,x

# 3 compounds from above, sorted by count of non-hydrogen atoms, highest first.
SMILES,hcGAS lum,NPYLR7 agonist,mcGAS inh
CN(C)c1ccc(NC(=O)C2CCC2)cc1CN(Cc1ccc(F)cc1)C(=O)Nc1cccc(F)c1,-3,20,-7
Cc1nn(-c2ccccc2Cl)c(Cl)c1CNCc1ccccc1,9,-3,x
CCOc1ccc(N=Cc2cccc([N+](=O)[O-])c2)cc1,-4,-6,-5

# Next part:
SMILES,hcGAS lum,NPYLR7 agonist,mcGAS inh
CC(C)Cc1cc(CNC(=O)C2CCCN2S(C)(=O)=O)no1 (centres undefined),-8,23,x
c1cc(-c2ccc(CN(Cc3ccsc3)CC3CCCO3)s2)[nH]n1 (centres undefined),-4,6,x
O=C(c1cccs1)N(Cc1cccc(C(F)(F)F)c1)CC1CC(c2ccc(F)cc2)=NO1 (centres undefined),-1,5,-4
CS(=O)(=O)N1CCC(C2CCN(C(=O)NC3CCCCC3)C2)CC1 (centres undefined),-9,x,-5
CCc1ccc(N2CCCn3c2nc2c3c(=O)n(CCOC)c(=O)n2C)cc1,-6,3,-9
O=S1(=O)CCC(=NNc2ccc(Cl)cc2)c2cc(F)ccc21,-6,-2,x
Cc1cc(C=NNC(=O)c2ccc(Br)cc2)c(C)n1CC(C)C,-3,1,2
Cc1nc(N2CCN(C3CCS(=O)(=O)C3)CC2)c(C)c(-n2cccn2)n1 (centres undefined),-10,0,x
Cc1ccc(Cc2nsc(Oc3cccc(C(=O)NC(C)C)c3)n2)cc1,-4,35,-5
Cc1ccccc1N1CCN(C(=O)c2ccc3c(c2)NC(=O)CO3)CC1,-16,11,x
CCN(CC(=O)NC(C)C)Cc1nnnn1-c1ccc(C(F)(F)F)cc1,2,13,x
Oc1ccc2cccnc2c1,-4,20,x
CCOC(=O)CNc1c(-c2ccc(OC)c(OC)c2)nc2ccc(Cl)cn12,-1,6,x
Nc1ccc(Oc2ccc([N+](=O)[O-])cc2)cc1,1,-11,x
COc1cc(-c2nc3ccc(Br)cn3c2NC2CCCCC2)ccc1OC(=O)c1cccc2ccccc12,-7,12,-7
CCc1cnn2c(NCc3ccc[n+]([O-])c3)cc(N3CCCC[C@H]3CCO)nc12,1,-5,-2
Cc1cc(NC(=O)c2cccc(S(=O)(=O)NCc3ccc4c(c3)OCO4)c2)no1,1,-5,x
CN1CCNC(=O)C12CCN(C(=O)c1ccc3sc(N)nc3c1)CC2,-1,22,x
CC1(C)CC(=O)c2c(nn(-c3ccccc3)c2-c2ccccn2)C1,0,6,x
Cc1cc(C)nc(N2CCC(NCCS(=O)(=O)N3CCCC3)CC2)n1,-13,x,-7
Cc1ccc(N2C(=O)CC3CS(=O)(=O)CC32)cc1Cl (centres undefined),-8,-1,-6
COc1ccc(CCNC(=O)c2ccccc2NS(=O)(=O)c2ccccc2F)cc1,-2,0,-5

# Reformatted as tab-separated lines: entries from further up.
mol	hcGAS lum	NPYLR7 agonist	mcGAS inh
CCOC(=O)CNc1c(-c2ccc(OC)c(OC)c2)nc2ccc(Cl)cn12	-1	6	x
CN1CCNC(=O)C12CCN(C(=O)c1ccc3sc(N)nc3c1)CC2	-1	22	x
COc1ccc(CCNC(=O)c2ccccc2NS(=O)(=O)c2ccccc2F)cc1	-2	0	-5
